a7 integrin act: activators of alpha7 integrin expression for muscular dystrophy | alpha7betagal myoblasts, beta-gal FDG fluorescence, 48 h | Potency, µM (series often up to 38.3 µM), for inactives: at the highest dose activation, most hits filed as activators | 350,000 tested, 0.064% active | AID 624291;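 further: potency means the concentration at half of the fitted maximal effect; 100% = response of the positive control SU9516; nearly all actives have a fitted effect of over 60% in size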
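Alpha7betagal+/- myoblasts (passage 13) were plated 16-24 hr, then exposed to compounds (1:260 dilution of DMSO stock) for 48 hours at 37C. After MPER lysis, β-galactosidase reporter activity was read as FDG fluorescence (ex 480/em 540) after 30 minutes.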
ASM inhibitor: inhibitors of human secretory acid sphingomyelinase; placental ASM, HMU-PC fluorogenic substrate, 60 min; AID 504937; Potency, µM (series often up to 57.5 µM), for inactives: at the top dose activity change, negative = inhibition, actives largely listed as inhibitors; 340,000 tested, 0.006% active; P17405; further: potency means the concentration at half of the fitted maximal effect
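Steps: dispense placental human ASM, pin compound, wait 10 min at room temperature, add HMU-PC0 substrate at 9 uM final, incubate 60 min at 37 °C, add stop solution raising pH to 10, read fluorescence.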
MBNL1 CUG block: inhibitors of human MBNL1 binding to CUG repeat RNA | Q9NR56 | TR-FRET MBNL1-His/biotin-(CUG)12 binding, 665/545 ratio | Potency, µM (highest dose often 57.5 µM), inactives show at the highest dose activity change, negative = inhibition, usual class: inhibitors | 280,000 tested, 0.036% active; active means well fitted inhibition curve with a large enough effect in the signal ratio, with a control signal flat, not every such curve was filed as active; inconclusive means small, poorly fitted or top-dose-only effect, or effect the other way, or a change in a side signal; inactive means no such curve, though single readings can be large or run the other way; the % refers to the signal ratio; further: potency means the concentration at half of the fitted maximal effect; on the % scale 0 is the no-effect control and ±100 the full control effect
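TR-FRET between His-tagged MBNL1 and biotin-(CUG)12 RNA, detected with Tb anti-His antibody (0.055 ng/ul) and streptavidin-XL665 (5 nM), 60 min at room temperature. Compounds titrated 92 nM to 58 uM; 665/545 nm ratio normalized to buffer and complex controls.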
AT treatment: potential ataxia-telangiectasia treatment; 320,000 tested, 0.19% active; Potency, µM (titrated, usually from 57.5 µM), for the others: at the top dose activation, usual class: activators; […] A-T fibroblasts, KAP-1 phosphorylation AlphaLISA; neocarzinostatin DNA damage 30 min before lysis; further: potency means the concentration at half of the fitted maximal effect; % of control where 0% means no effect; nearly all actives have a fitted effect of over 45% in size
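ATM-like activity read as KAP-1 phosphorylation via AlphaLISA donor/acceptor antibody pairs after lysis and 6 hr at 25C. Cells were ATM-null patient fibroblasts ([…], hTERT), dosed 60 min, then exposed to the DSB inducer NCS for 30 min.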
KCNH2 WT inh: KCNH2 (human, wildtype) channel inhibition. Q12809. U2OS, BacMam KCNH2, thallium flux FluxOr; active compounds read low. activity change, % at 1.84 µM. 340,000 tested, 0.37% active;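 active means maximum activity change below -70%; inconclusive means maximum activity change between -70% and -50%; inactive means maximum activity change above -50%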; further: on the % scale 0 is the no-effect control and ±100 the full control effect
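U2OS cells transduced with wild-type KCNH2 virus are loaded with FluxOr dye for 45 min, and thallium flux is measured in kinetic reads before and after stimulation buffer. Rate constants are normalized to DMSO controls.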
KCNH2 3.1 inh: blocks the human KCNH2 3.1 channel isoform; U2OS KCNH2 3.1, thallium flux FluxOr; active compounds read low; 340,000 tested, 0.95% active; activity change, % (tested at about 1.8 µM); AID 720553;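 active means maximum activity change below -70%; inconclusive means maximum activity change from -70% to -50%; inactive means maximum activity change above -50%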;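 further: thallium influx rate constant from kinetic fluorescence after stimulation buffer; on the % scale 0 is the no-effect control and ±100 the full control effect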
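Kinetic fluorescence (2 min after stimulation buffer) measures Tl+ influx through KCNH2 3.1 expressed by viral transduction in U2OS cells; the rate constant is normalized against DMSO controls serving as positive and negative references.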
CXXC DNA block: inhibitors of human MLL CXXC domain-DNA interaction | AID 2662 | 290,000 tested, 0.037% active | Potency, µM (series often up to 115 µM), inactives show top-dose activity change, negative = inhibition, usual class: inhibitors | MLL-CXXC / FITC-HOXA9 DNA fluorescence polarization | Q03164; active means well fitted inhibition curve with a large enough effect in the polarisation, with a control signal flat, not every such curve was filed as active; inconclusive means small, poorly fitted or top-dose-only effect, or effect the other way, or a change in a side signal; inactive means no such curve, though single readings can be large or run the other way; the % refers to the polarisation; further: potency means the concentration at half of the fitted maximal effect
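Purified MLL-CXXC (added from a 7 uM solution) was preincubated 5 min at ambient with pinned compounds in 50 mM Tris-HCl pH 7.5, 50 mM NaCl, 1 mM DTT, 0.05% BSA. Fluorescein-labeled HOX-A9 DNA (50 nM solution) followed, 30 min, then polarization read.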
FBPA coupling cs: coupling enzyme interference in Giardia aldolase counter-screen | coupling enzyme system counterscreen, AmpLite Red fluorescence | activity change, negative = inhibition, % at 58.2 µM, hits read low | 290,000 tested, 0.67% active; in the data active means activity change below about -30%; further: on the % scale 0 is the no-effect control and ±100 the full control effect
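Final compound at 57.5 uM, incubated 10 min at RT with coupling enzyme reagent (glyceraldehyde-3-phosphate), then 20 min with substrate and AmpLite Red detection. Fluorescence read at 525/598 nm; tests interference with the coupling assay, not aldolase inhibition.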
TRPV1 ag: agonists of human vanilloid receptor 1 (TRPV1). Q8NER1. TRPV1-expressing cells, Fluo-8 calcium influx, agonist mode. activation, % at 8.33 µM. 320,000 tested, 0.19% active. AID 540275; in the data active means activation above about 80%; inconclusive means between about 30% and that limit; further: 0% is about no effect
Target sequence (Q8NER1 whole entry, looked up): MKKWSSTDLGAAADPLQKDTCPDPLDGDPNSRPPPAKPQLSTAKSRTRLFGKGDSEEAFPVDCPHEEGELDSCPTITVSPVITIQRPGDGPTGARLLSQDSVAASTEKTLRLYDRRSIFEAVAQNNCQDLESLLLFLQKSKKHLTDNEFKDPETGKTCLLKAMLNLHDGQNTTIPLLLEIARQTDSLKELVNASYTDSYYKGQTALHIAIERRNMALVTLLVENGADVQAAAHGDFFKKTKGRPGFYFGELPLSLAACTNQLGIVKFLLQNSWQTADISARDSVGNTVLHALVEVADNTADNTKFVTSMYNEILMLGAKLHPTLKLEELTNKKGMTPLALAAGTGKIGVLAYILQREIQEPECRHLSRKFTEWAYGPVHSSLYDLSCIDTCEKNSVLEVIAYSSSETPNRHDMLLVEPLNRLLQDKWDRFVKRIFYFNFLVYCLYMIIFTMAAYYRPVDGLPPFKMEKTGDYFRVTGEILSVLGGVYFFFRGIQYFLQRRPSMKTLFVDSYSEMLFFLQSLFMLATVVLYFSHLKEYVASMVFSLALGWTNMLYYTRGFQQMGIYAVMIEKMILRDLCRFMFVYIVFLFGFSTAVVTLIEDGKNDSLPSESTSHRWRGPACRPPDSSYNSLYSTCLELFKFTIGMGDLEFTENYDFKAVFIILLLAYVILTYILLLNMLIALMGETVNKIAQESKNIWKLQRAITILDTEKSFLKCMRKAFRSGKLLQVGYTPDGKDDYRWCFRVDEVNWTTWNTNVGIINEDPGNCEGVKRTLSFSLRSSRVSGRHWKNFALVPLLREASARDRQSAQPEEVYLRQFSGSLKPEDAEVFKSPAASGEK
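Cells expressing TRPV1 were dye-loaded with Fluo-8 and read kinetically: 10 s baseline, 3 min after compound (agonist portion), then 2 min after EC20 capsaicin (allosteric enhancer portion). Calcium-bound dye fluorescence at 480/520 nm.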
GALK inhibitor: galactokinase (human) inhibition. P51570. Purified GALK, Kinase-Glo residual ATP luminescence. Potency, µM (top dose mostly 57.5 µM), without a hit: top-dose activity change, negative = inhibition, hits mostly inhibitors. 270,000 tested, 0.007% active. AID 1868; further: potency means the concentration at half of the fitted maximal effect; on the % scale 0 is the no-effect control and ±100 the full control effect
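The enzyme phosphorylates galactose (100 uM) using ATP (35 uM); inhibition is detected as higher residual ATP, quantified by bioluminescence after 1 h reaction at room temperature, pH 8.0.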
An asterisk follows results filed as active; i = inactive; ? = inconclusive; / = not tested or not shown; [ ] = dose if it differs, or a comment. Unless noted, the call rests on the fitted dose curve; in most records, active means well fitted curve in the direction sought with a large enough effect; inconclusive means small, poorly fitted or top-dose-only effect, or another doubt; inactive means no such curve, though single readings can be large; an effect the other way counts as inactive or inconclusive.

SMILES	a7 integrin act	ASM inhibitor	MBNL1 CUG block	AT treatment	KCNH2 WT inh	KCNH2 3.1 inh	CXXC DNA block	FBPA coupling cs	TRPV1 ag	GALK inhibitor
Cc1ccc(CN(C(=O)c2ccccc2[N+](=O)[O-])C2CCS(=O)(=O)C2)o1 (stereo not drawn)	-28%	3%	27%	8%	-10	9	32%	/	-5	0%
Cc1nnc(C)c2c(C)n(-c3ccccc3N)c(C)c12	12%	18%	?	-4%	5	-1	-6%	-40*	2	1%
COc1ccc(NC(=O)CN(C)C(=O)CCNC(=O)c2ccccc2OC)cc1	3%	-1%	/	-1%	-6	8	/	/	9	/
O=C(Cn1c(C(=O)NCc2ccco2)cc2sccc21)c1ccccc1	13%	-5%	-6%	-7%	-3	3	7%	3	13	-4%
COc1ccc(-c2csc(Nc3ccc(O)cc3)n2)cc1	0%	-12%	0%	1%	-4	-9	-4%	-9	19	7%
Nc1ncnc2nc(SCCC(=O)O)[nH]c12	-1%	-2%	-1%	10%	-6	-1	2%	1	-1	0%
CNc1ccc(C(=O)N2CCN(S(=O)(=O)c3ccc4c(c3)OCCCO4)CC2)cc1[N+](=O)[O-]	13%	-9%	?	-1%	6	6	6%	2	-6	7%
Cn1cc(-c2nnnn2-c2cccc(C(F)(F)F)c2)c(C(F)(F)F)n1	13%	1%	-4%	/	-11	3	0%	1	2	0%
N#C/C(=C/c1ccc(N2CCCCC2)o1)C(=O)NCCc1c[nH]c2ccccc12	-42%	?	?	-1%	-4	-20	?	-5	?	-2%
O=C(O)CCC(=O)Nc1ccc(S(=O)(=O)c2ccc(NC(=O)CCC(=O)O)cc2)cc1	-1%	-2%	-6%	1%	-1	0	-5%	8	-2	-6%
Cc1ccc(Nc2nc(N)c3ccccc3n2)cc1C	?	2%	-11%	11%	-5	-6	52%[activator]	-3	7	-4%
Cc1cccc(C)c1NC(=O)C1c2cccc[n+]2CC(=O)N1Cc1ccc2c(c1)OCO2 (stereo not drawn)	-27%	-1%	-2%	1%	4	-3	6%	1	-2	1%
COc1cc(/C=N/n2nnnc2N)ccc1O	-25%	17%	15%	8%	-2	9	7%	-1	-3	2%
COc1ccc(/C=C2/NC(=O)N(Cc3ccccc3F)C2=O)cc1OC	-1%	26%	9%	9%	-43	-44	-3%	3	-3	10%
CCn1c(/C=N/n2cnnc2)nc2ccccc21	-8%	22%	5%	4%	-2	3	6%	1	/	2%
O=CC(=O)c1ccccc1	/	-3%	/	-7%	2	9	/	/	-5	/
O=C(NCCC1=CCCCC1)C1CCCN(S(=O)(=O)c2ccccc2)C1 (stereo not drawn)	6%	-2%	0%	1%	5	5	-1%	3	-1	2%
COc1ccc(OC)c(-c2csc(N(CC3CCCO3)C(=O)C3CCCCC3)n2)c1 (stereo not drawn)	-11%	-2%	-8%	1%	/	11	10%	0	-2	-3%
COc1ccc(N2CCN(C(=O)c3cc(S(=O)(=O)N4CCCCCC4)ccc3OC)CC2)cc1	4%	1%	/	-10%	13	5	/	/	0	/
CC(=O)Nc1cccc(-c2csc(Nc3ccc(C)cn3)n2)c1	1%	-17%	?	1%	-4	11	10%	0	?	-3%
COc1ccc(OC2C(=O)N(Cc3ccc4c(c3)OCO4)C2c2sccc2C)cc1 (stereo not drawn)	0%	-11%	4%	7%	2	-7	8%	-1	22	-5%
CC1CCC/C(=N\NC(=S)Nc2ccccc2)C1 (stereo not drawn)	-11%	3%	16%	-4%	-6	0	-6%	-4	5	0%
Cc1ccc(NC(=O)c2ccccc2F)nc1	26%	22%	-4%	16%	8	4	4%	-2	1	4%
COc1cc(NC(=O)c2ccccc2-c2ccccc2)cc(OC)c1OC	/	/	-5%	0%	/	/	-9%	6	3	5%
CC(=O)N1CCc2cc(C(=O)CN3CCC(C)CC3)ccc21	-13%	6%	2%	9%	5	-2	10%	1	/	2%
Cc1c(N)cc(S(=O)(=O)O)cc1NC(=O)c1cccc([N+](=O)[O-])c1	?	13%	/	/	-6	20	/	/	/	/
O=C(CCN1CCN(Cc2ccccc2)CC1)NNC(=O)c1cc2ccccc2o1	12%	4%	/	-3%	11	6	/	/	/	/
COCC(=O)N1CCC(Oc2ccc(C(=O)N(C)Cc3nccs3)cc2)CC1	-1%	0%	4%	2%	3	/	-1%	/	2	-3%
O=C(c1ccc(COc2ccccc2[N+](=O)[O-])o1)N1CCCCCC1	-26%	-3%	14%	5%	-1	1	-9%	0	21	-2%
O=C(N/N=C/c1ccc(Cl)cc1Cl)c1ccc(-n2cnnn2)cc1	1%	2%	/	-1%	-3	-22	/	/	?	/
OC[C@@H](O)C1OC2NC(=S)OC2C1O (stereo partly drawn)	-10%	7%	0%	-4%	-4	-1	-2%	-1	0	-1%
CCCc1nc2oc3c(Cl)ncnc3c2c2c1CCCC2	10%	-5%	/	-10%	-15	-1	22%	1	7	-2%
Cc1ccnc(NC(=O)CNC(=O)c2ccccc2)c1	0%	-2%	/	5%	4	2	/	/	-3	/
CN(C)CCCNc1ccc(-c2nn(C)c(=O)c3ccccc23)cc1[N+](=O)[O-]	11%	-14%	?	-2%	-1	22	-4%	-1	5	-1%
O=C(c1cc(-c2ccco2)on1)N1CCOCC1	7%	-1%	6%	4%	-4	1	-4%	-1	-1	4%
COc1ccc(C2C(CC(=O)O)=C(O)C(=O)N2c2ccccc2)cc1 (stereo not drawn)	-32%	2%	-4%	3%	-29	10	?	3	0	-2%
O=C1CSC(c2cccnc2)N1c1ccc(F)cc1 (stereo not drawn)	12%[7.66 µM]	3%	-4%	5%	-6	-17	16%	-2	2	-2%
Cc1ccc(NC(=O)CSc2nnc(-c3ccncc3)s2)cc1	0%	-11%	-2%	0%	4	0	7%	-1	3	15%
CC(C)Oc1ccc(/C=N/NC(=O)c2nnn(-c3nonc3N)c2CN(C)c2ccccc2)cc1	32%	-4%	4%	-11%	2	16	18%	-1	0	5%
CCOP(=O)(OCC)C(C#N)=C1SCN(c2ccccc2)CS1	0%	3%	/	/	-5	-4	/	/	/	/
COc1ccc(NC(=O)c2onc(C)c2Cl)cc1OC	5%	0%	-7%	2%	3	3	1%	-4	3	-2%
CCOC(=O)CSc1cc(C)c(C#N)c2nc3ccccc3n12	-7%	5%	3%	-3%	-7	19	22%	-6	-1	1%
CCOC(=O)c1nc(-c2ccccc2)oc1N1CCOCC1	5%	2%	1%	-1%	i	2	2%	2	11	1%
CC1CCN(S(=O)(=O)c2cccc(C(=O)Nc3ccccc3)c2)CC1	-2%	-3%	-5%	-3%	0	3	-2%	-4	0	0%
Cc1ccc(-c2cc(C(=O)N3CC4(C)CC3CC(C)(C)C4)no2)cc1 (stereo not drawn)	0%	-6%	/	/	5	6	/	/	/	/
Cc1ccc(S(=O)(=O)CC(=O)Nc2cc(C)on2)cc1	?	0%	-12%	4%	-15	-8	3%	0	8	-1%
COC(=O)c1ccc(COc2cccc3c2CCN(Cc2cccc(C)c2)C3=O)o1	-45%	-2%	4%	-3%	0	0	1%	0	11	-5%
CCC(C)N1C(=S)SC(C)(C)C1N(O)C(=O)NC1CCCCC1 (stereo not drawn)	6%	2%	6%	4µM*	-16	9	13%	-1	2	-4%
COc1cc(/C=C2\SC(=Nc3ccccc3OC)NC2=O)ccc1O	-13%	-7%	?	5%	-2	18	-4%	3	5	0%
COCCCNC(=S)N(Cc1ccccc1)Cc1ccccc1	-9%	6%	/	-3%	-3	-37	-7%	1	12	1%

(continued)
SMILES	a7 integrin act	ASM inhibitor	MBNL1 CUG block	AT treatment	KCNH2 WT inh	KCNH2 3.1 inh	CXXC DNA block	FBPA coupling cs	TRPV1 ag	GALK inhibitor
COc1ccccc1CCNC(=O)c1ccc(NC(=O)CC2SC(N3CCCC3)=NC2=O)cc1 (stereo not drawn)	0%	3%	/	3%	-6	-3	/	/	0	/
Cc1cccc(NC(=O)c2cc(=O)c3ccccc3o2)n1	11%	-3%	?	-3%	-6	9	1%	-1	-2	-3%
CN(C)C(=O)C1C2NC(=S)N(c3ccc(Cl)cc3)C1(C)Oc1ccc(Cl)cc12 (stereo not drawn)	14%	-11%	-8%	-2%	10	1	12%	0	28	-1%
CCc1ccc(-c2nn(-c3cc(Cl)ccc3[N+](=O)[O-])c(=O)c3ccccc23)cc1	8%	0%	-2%	-2%	-1	5	-4%	-4	12	1%
O=C(CCCN1C(=O)/C(=C\c2cccc(Br)c2)SC1=S)Nc1cccnc1	-53%[inhibitor]	-6%	11%	1%	-2	-16	-23%	-5	12	2%

High-throughput results: PubChem, National Center for Advancing Translational Sciences (NCATS)

An unsorted share of the library (roughly 2% active in at least one column).
